BCLXL inh – inhibitors of human Bcl-xL; Q07817; AID 2129; inhibition, % at 10.9 µM; GST-Bcl-xL / FITC-Bim BH3 peptide fluorescence polarization; 320,000 tested, 0.7% active;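 active = inhibition above the mean of all tested compounds plus 3 SD, cutoff set per campaign, cut at about 30% in these data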;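 note: 0% = DMSO wells and 100% = unlabeled Bim-BH3 peptide competitor; inhibitors lower millipolarization by displacing the labeled peptide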
pPAFAH inh – inhibitors of human plasma PAF acetylhydrolase (pPAFAH); recombinant pPAFAH, FP-rhodamine probe fluorescence polarization; inhibition, % at 3.39 µM; 330,000 tested, 1.5% active;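 active = inhibition above the mean inhibition across the screen plus 3 SD, cut at about 25% in these data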;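 note: inhibitors block binding of the rhodamine activity-based probe so polarization drops; 0% = enzyme with DMSO and 100% = wells lacking pPAFAH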
MEX-5 binding – C. elegans MEX-5 TCR-2 RNA binding activity | Q9XUB2 | MEX-5/FITC-TCR2 RNA binding, fluorescence polarization; stronger effect = lower value | activity score (negative = inhibition of binding), % at 10 µM | 300,000 tested, 0.38% active;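 active = inhibition past about -25% in most replicates, and total fluorescence under double the plate's negative control median, limit read from the data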;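 note: 0% = DMSO and -100% = 5 µM competing unlabeled TCR2 RNA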
AHR activator – activates the human aryl hydrocarbon receptor | AHR-responsive luciferase reporter cells, luminescence | activation, % at 5 µM | 320,000 tested, 2.5% active | AID 2796; in the data active = activation above about 47%;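 note: 0% = vehicle wells and 100% = reference agonist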
GLD-1 TGE inh – GLD-1-TGE RNA interaction inhibition (C. elegans). Q17339. purified GLD-1 + fluorescein TGE RNA, fluorescence polarization. inhibition, % at 5.96 µM. 320,000 tested, 0.44% active;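 active = percent inhibition above a per-plate cutoff, the plate mean of test compounds plus 3 SD, cut at about 30% in these data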;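 note: 0% = DMSO wells with GLD-1 and probe and 100% = wells lacking GLD-1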
Target sequence (Q17339 whole entry, looked up): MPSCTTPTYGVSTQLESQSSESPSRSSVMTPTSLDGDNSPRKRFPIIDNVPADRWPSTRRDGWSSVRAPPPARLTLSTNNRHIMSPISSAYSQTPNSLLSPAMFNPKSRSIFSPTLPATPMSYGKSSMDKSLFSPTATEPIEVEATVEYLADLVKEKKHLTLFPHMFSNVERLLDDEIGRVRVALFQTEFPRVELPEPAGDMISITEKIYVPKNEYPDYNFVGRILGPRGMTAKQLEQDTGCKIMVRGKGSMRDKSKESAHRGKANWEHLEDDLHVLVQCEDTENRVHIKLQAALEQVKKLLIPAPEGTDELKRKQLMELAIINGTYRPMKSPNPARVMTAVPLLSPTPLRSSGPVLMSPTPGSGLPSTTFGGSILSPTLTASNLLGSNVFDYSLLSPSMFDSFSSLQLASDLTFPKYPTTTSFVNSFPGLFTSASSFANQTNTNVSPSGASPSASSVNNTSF
MCL1-BIM inh – disrupts human MCL1 binding to BIM-BH3 peptide; inhibition, % at 10.9 µM; Q07820; 320,000 tested, 0.68% active; GST-MCL1 / FITC-Bim-BH3 fluorescence polarization;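 active = inhibition above the mean inhibition of all tested compounds plus 3 SD, set per campaign, cut at about 40% in these data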;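 note: 0% = DMSO wells and 100% = unlabeled Bim-BH3 peptide control; higher means more loss of mP so more displacement of Bim peptide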
Fam108B inh – blocks mouse Fam108B hydrolase in RBBP9 counter-screen; inhibition, % at 9.51 µM; 300,000 tested, 0.33% active; recombinant Fam108B, FP-Rh probe fluorescence polarization;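 active = inhibition above the screen mean inhibition plus 3 SD, computed separately per campaign, cut at about 18% in these data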;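 note: inhibitors lower polarization as less probe binds the enzyme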
PAFAH1B2 FP inh – PAFAH1B2 (human) inhibition; P68402; recombinant PAFAH1B2, FP-rhodamine activity probe, fluorescence polarization; inhibition, % at 3.39 µM; 340,000 tested, 1.2% active; AID 492953;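 active = inhibition above the mean of all tested compounds plus 3 SD, cut at about 24% in these data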;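 note: 0% = enzyme with DMSO and 100% = wells lacking PAFAH1B2; many of its hits are not listed in these tables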
PME-1 inh – blocks human protein phosphatase methylesterase 1; Q9Y570; recombinant PME-1, FP-Rh probe fluorescence polarization; inhibition, % at 5.9 µM; 320,000 tested, 0.53% active; AID 2130;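 active = inhibition above the campaign mean of all compounds plus 3 SD, cut at about 26% in these data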;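 note: competitive labeling of PME-1 active site by serine hydrolase directed probe; 0% = PME-1 with DMSO and 100% = wells lacking PME-1 enzyme; inhibitors block probe labeling so polarization falls and inhibition rises; many of its hits are not listed in these tables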
Target sequence (Q9Y570 whole entry, looked up): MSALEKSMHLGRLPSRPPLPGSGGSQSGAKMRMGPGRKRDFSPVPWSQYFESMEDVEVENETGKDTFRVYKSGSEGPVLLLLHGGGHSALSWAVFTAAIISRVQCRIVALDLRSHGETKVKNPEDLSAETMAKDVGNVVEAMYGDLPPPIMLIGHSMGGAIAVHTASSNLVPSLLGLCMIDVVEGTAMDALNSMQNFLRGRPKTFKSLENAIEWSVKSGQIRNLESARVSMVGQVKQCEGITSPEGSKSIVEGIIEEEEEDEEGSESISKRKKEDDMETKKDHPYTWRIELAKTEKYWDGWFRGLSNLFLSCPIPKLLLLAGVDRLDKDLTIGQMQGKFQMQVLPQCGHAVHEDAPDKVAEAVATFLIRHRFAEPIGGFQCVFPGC
The depositor's hits bear a star; · = not tested or not shown. Not all compounds are listed; count on the stated rates, not on these rows.

SMILES	BCLXL inh	pPAFAH inh	MEX-5 binding	AHR activator	GLD-1 TGE inh	MCL1-BIM inh	Fam108B inh	PAFAH1B2 FP inh	PME-1 inh
CCOc1cccc(CN(CC)CC2CCCN(CCc3cccc(OC)c3)C2)c1O (stereo not given)	4	4	-3.5	3	4	2	-3	2	6
CCc1ccc2[nH]c3nc(SCc4nnc(-c5ccc(C)cc5)o4)nnc3c2c1	3	-7	-0.5	7	9	3	3	5	-3
O=C(NCCc1ccc(Cl)cc1)C1CCC(CNc2c(N3CCCCC3)c(=O)c2=O)CC1 (stereo not given)	8	4	-0.9	2	0	3	1	21	-1
CCOC(=O)c1ccc(S(=O)(=O)Nc2nc3cc(S(=O)(=O)NC4=NCCCCC4)ccc3s2)cc1	1	7	0.9	1	-1	2	-1	5	0
O=C(Nc1cccc2[nH]ncc12)NS(=O)(=O)c1ccccc1	14	11	1.0	5	-3	17	5	9	10
CC(C)N(CCO)Cc1nc(C(c2ccccc2)c2ccccc2)no1	6	0	-1.4	-3	8	6	0	4	3
CCc1ccc(S(=O)(=O)Nc2ccc(O)c3ccccc23)cc1	6	18	-2.8	27	2	11	4	9	13
Cc1ccc(CNC(=O)CCC(=O)c2cccs2)cc1	-1	4	-0.3	1	6	-1	-3	2	4
Cc1noc(C)c1C(=O)OCC(=O)NC(c1ccccc1)c1ccccc1	3	3	0.1	2	7	4	3	1	-4
O=C(/C=C/c1ccccc1)NC(=S)NNC(=O)Cc1cccs1	6	5	-0.1	49*	6	12	-2	2	-4

Structural class: the entries above containing a thiophene ring, fused or not.
SMILES	BCLXL inh	pPAFAH inh	MEX-5 binding	AHR activator	GLD-1 TGE inh	MCL1-BIM inh	Fam108B inh	PAFAH1B2 FP inh	PME-1 inh
Cc1ccc(CNC(=O)CCC(=O)c2cccs2)cc1	-1	4	-0.3	1	6	-1	-3	2	4
O=C(/C=C/c1ccccc1)NC(=S)NNC(=O)Cc1cccs1	6	5	-0.1	49*	6	12	-2	2	-4

(more compounds)
SMILES	BCLXL inh	pPAFAH inh	MEX-5 binding	AHR activator	GLD-1 TGE inh	MCL1-BIM inh	Fam108B inh	PAFAH1B2 FP inh	PME-1 inh
Nc1nc(-c2ccc3c(c2)CCC(=O)N3)cs1	17	-3	-2.3	-1	6	2	0	3	4
CCc1c(C)nc(N)n2c(SCC(=O)NC3CCCCC3)nnc12	3	4	0.5	2	3	2	4	0	-6
CCS(=O)(=O)N1Cc2ccccc2CC1C(=O)Nc1nnc(C2CC2)s1 (stereo not given)	0	4	-0.2	2	6	-1	-2	4	0
COc1ccc(NC(=O)c2c(C)nn(Cc3ccccc3)c2C)cc1S(=O)(=O)N(C)C	1	4	1.7	-1	1	-5	3	-8	6
CCOC(=O)C(=NCCCN(C)C)NNc1cc(C(F)(F)F)ccc1Cl	0	4	-1.6	2	-3	3	3	1	1
CCCc1ccc(C(=O)N2CCN(c3ccccc3OCC)CC2)cc1	5	7	1.1	3	5	20	-3	3	6
COc1cccc(C2C(C(C)=O)=C(C)Nc3ncnn32)c1 (stereo not given)	4	5	2.8	-1	-7	6	3	-3	-2
COc1ccc2c(c1)CCNC2Cc1ccc(OC)c(O)c1 (stereo not given)	5	2	-0.2	2	6	0	3	·	4
O=C(c1cc2c(s1)-c1ccccc1OC2)N1CCc2ccccc2C1	0	-5	-0.3	-2	-1	-1	-10	0	2
COC(=O)C1=COC(OC2OC(CO)C(O)C(O)C2O)C2C1C=CC2(O)CO (stereo not given)	3	2	·	0	3	12	-1	6	-2

Reprinted from the entries so far for reference:
SMILES	BCLXL inh	pPAFAH inh	MEX-5 binding	AHR activator	GLD-1 TGE inh	MCL1-BIM inh	Fam108B inh	PAFAH1B2 FP inh	PME-1 inh
COc1ccc2c(c1)CCNC2Cc1ccc(OC)c(O)c1 (stereo not given)	5	2	-0.2	2	6	0	3	·	4
O=C(c1cc2c(s1)-c1ccccc1OC2)N1CCc2ccccc2C1	0	-5	-0.3	-2	-1	-1	-10	0	2

(more compounds)
SMILES	BCLXL inh	pPAFAH inh	MEX-5 binding	AHR activator	GLD-1 TGE inh	MCL1-BIM inh	Fam108B inh	PAFAH1B2 FP inh	PME-1 inh
COc1ccc(CCOC2OC(CO)C(OC(=O)/C=C/c3ccc(O)c(OC)c3)C(O[C@H]3O[C@@H](C)[C@H](O)[C@@H](O)[C@H]3O)C2O)cc1O (stereo not given in full)	·	7	·	2	5	·	·	4	·
CCCCOc1ccc(-c2ncc(C(=O)OCC)c(N)n2)cc1	-2	-1	1.4	-10	6	-4	-1	0	-22
Cc1cccc(OCCSc2nc3ncnc(N)c3[nH]2)c1	2	6	-0.8	4	9	-11	1	-1	1
COc1cccc(C2CC(c3c(-c4ccccc4)c4cc(Cl)ccc4[nH]c3=O)=NN2S(C)(=O)=O)c1OC (stereo not given)	-5	15	13	9	-15	-4	-13	-1	-18
CCCCC(=O)Nc1ccc(C)c(O)c1	-13	-2	0.9	3	5	-11	9	-7	-3
O=C(CSc1n[nH]c(-c2ccncc2)n1)Nc1ccc(Cl)c(C(=O)O)c1	3	1	-0.8	-1	-3	3	-5	0	-11
COCCSc1ccccc1C(=O)N1CCN(c2ccccc2)CC1	4	6	-1.9	2	1	1	-1	-2	6
Cn1c(C(=O)O)ccc1S(=O)(=O)N(Cc1ccccc1)Cc1ccccc1	3	1	-2.1	-1	5	1	1	19	3
CCCCSc1nnc(-c2ccccc2)c2ccccc12	5	8	0.4	1	-3	5	2	3	1
COc1cccc(OC)c1OC(=O)C1CC(=O)N(c2ccc3c(c2)OCCO3)C1 (stereo not given)	·	11	·	1	5	·	·	-1	·

An excerpt from above in order of count of non-hydrogen atoms, smallest number first.
SMILES	BCLXL inh	pPAFAH inh	MEX-5 binding	AHR activator	GLD-1 TGE inh	MCL1-BIM inh	Fam108B inh	PAFAH1B2 FP inh	PME-1 inh
Cc1cccc(OCCSc2nc3ncnc(N)c3[nH]2)c1	2	6	-0.8	4	9	-11	1	-1	1
COCCSc1ccccc1C(=O)N1CCN(c2ccccc2)CC1	4	6	-1.9	2	1	1	-1	-2	6
O=C(CSc1n[nH]c(-c2ccncc2)n1)Nc1ccc(Cl)c(C(=O)O)c1	3	1	-0.8	-1	-3	3	-5	0	-11
Cn1c(C(=O)O)ccc1S(=O)(=O)N(Cc1ccccc1)Cc1ccccc1	3	1	-2.1	-1	5	1	1	19	3

Other results
SMILES	BCLXL inh	pPAFAH inh	MEX-5 binding	AHR activator	GLD-1 TGE inh	MCL1-BIM inh	Fam108B inh	PAFAH1B2 FP inh	PME-1 inh
Cc1ccc(NC(=O)CCC(=O)NCCO)cc1	4	-4	-1.0	-1	-3	5	-5	4	4
Cc1cc(NC(=O)COC(=O)CC2CCCC2)c([N+](=O)[O-])cc1C	2	22	1.4	8	4	0	2	4	3
COc1ccc(OCc2cc(C(=O)N(C)C(C)c3ccon3)no2)c(Cl)c1 (stereo not given)	1	1	1.2	14	5	3	2	3	4
O=C(O)C1C2C=CC(C2)C1C(=O)NCCC1=CCCCC1 (stereo not given)	4	2	-0.3	9	6	-2	4	11	1
O=C(C1CCCO1)N1N=C(c2ccc(Br)cc2)CC1c1ccco1 (stereo not given)	4	18	-1.0	-7	-1	2	-7	3	-7
CCOc1ccc(N2C(=O)C3C(c4ccc(O)cc4)NC(CCSC)(C(=O)OC)C3C2=O)cc1 (stereo not given)	2	2	-0.5	-2	8	-4	2	5	-2
COc1ccccc1N1CC(C(=O)Nc2cccc(C(=O)O)c2)CC1=O (stereo not given)	9	7	0.3	1	0	7	-2	4	-3
CCN(CC(=O)Nc1cccc(OC)c1)C(=O)c1ccco1	5	2	-0.5	1	3	0	-3	5	-4
Cc1nc([N+](=O)[O-])c(Sc2nc3ccccc3n2C)n1Cc1ccccc1	9	2	1.3	1	7	10	1	8	-1
NS(=O)(=O)c1ccc(CCNC(=O)C2CCCCN2S(=O)(=O)c2ccccc2)cc1 (stereo not given)	5	0	1.2	-1	0	3	0	5	-2
Cc1cccc(C(=O)Nc2nnc(SCC(=O)NC3CC3)s2)c1	0	1	3.1	22	-4	-3	-5	2	-4
COc1ccc(S(=O)(=O)NCC2CCCN(Cc3ccc(C)o3)C2)cc1 (stereo not given)	4	2	2.9	-3	2	3	3	-4	0
O=[N+]([O-])c1ccc(N2CCN(c3ccc(F)cc3)CC2)cc1	-7	5	1.7	-6	4	-8	-3	2	1
Cc1nn(-c2ccc(F)cc2)c(Cl)c1/C=N/NC(=O)c1ccc(O)cc1	12	4	-1.0	5	6	7	3	4	3
O=C(NC(Cc1c[nH]c2ccccc12)C(=O)N/N=C/c1ccc(Br)cc1)c1cccs1 (stereo not given)	-4	-3	1.4	13	1	-10	-19	-11	-30
CC1(c2ccccc2Cl)NC(=O)N(CC(=O)NCc2ccco2)C1=O (stereo not given)	-1	1	-0.5	2	2	-9	2	2	2
COc1ccc(S(=O)(=O)N2CCN(C(=O)c3cccnc3)CC2)cc1OC	3	1	-0.1	0	9	5	8	-1	3
CN(C)S(=O)(=O)N(CC(=O)Nc1ccccc1F)c1ccccc1	2	2	0.4	4	-2	1	-3	-4	1
Cc1csc(Sc2nc3c(c(=O)[nH]c(=O)n3C)n2Cc2ccccc2Cl)n1	4	2	-1.1	-2	4	5	-2	-2	0
Cc1ccc(O)c(-c2cc(C(=O)Nc3c(C)n(C)n(-c4ccccc4)c3=O)[nH]n2)c1	3	2	-0.9	-2	-1	8	2	3	5
COc1ccc(Nc2ccccc2N)cc1	-18	-4	0.8	12	-36	-35	-24	-22	-32
O=C(CCSc1nc(-c2ccco2)cc(C(F)(F)F)n1)N1CCN(c2ccccc2)CC1	6	15	3.2	10	0	10	-1	0	2
COc1ccc(/C=N/NC(=O)c2ccc3nc[nH]c3c2)cc1OC	1	-4	5.7	2	-3	6	0	3	-4
Cc1occc1C(=O)N1CCCC(CO)(Cc2ccc(F)cc2F)C1 (stereo not given)	2	6	-0.5	-2	-1	6	-2	3	-1
COc1ccccc1-c1nnc2sc(COc3ccc(Cl)cc3)nn12	4	1	1.5	2	1	4	1	26*	-9
O=C(NCCCc1ccccc1)c1ccncc1	4	2	0.8	10	-1	9	0	3	3
COc1ccccc1Cn1c(=S)[nH]c2ccc(Br)cc2c1=O	3	9	-1.7	5	11	6	-6	1	1
C/C(N)=C(/C#N)C(=O)CSc1nc2cc(Cl)ccc2c(=O)n1Cc1ccco1	-4	-3	-2.4	6	-5	1	-13	-2	-17
CCc1c(C)[nH]c(=S)c(C#N)c1C	1	6	-0.8	8	-6	-6	1	5	-4
CCOc1ccc2nc(-c3ccccc3)nc(SCC(=O)OC)c2c1	-3	2	0.1	2	-4	-24	2	3	-3
Nc1nc(Nc2ccccc2F)nc(NCc2ccco2)c1[N+](=O)[O-]	-1	6	3.8	11	5	-9	-4	0	-1
CCOC(=O)C1(CCCc2ccccc2)CCN(C(=O)CCC2=NNC(=O)CC2)CC1	-2	5	-3.7	-3	-2	2	0	7	-3

High-throughput results: PubChem BioAssay, several laboratories
